# RORa activator: activates the human nuclear receptor RORA. CHO-K1 Gal4-RORA LBD luciferase reporter, luminescence; percent increase over mock-subtracted basal signal. activation, % at 10 µM. hit rate 1.5% among 65,000. AID 560;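 active means activation above the mean of all tested compounds plus 3 SD, cut at about 49% in these data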;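 further: 0% = DMSO-treated RORA cells and 100% = added signal equal to DMSO minus mock-transfected cells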
# tolC growth inh: blocks growth of E. coli BW25113 tolC mutant. AID 573. hit rate 2.2% among 65,000. growth inhibition, % at 10 µM (by protocol). OD615;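 active means growth inhibition at or above a cutoff equal to the mean over every tested compound plus 3 SD, cut at about 60% in these data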;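 further: growth measured after 20 h incubation at 37 °C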
#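 Test system: tolC-deleted E. coli BW25113 | Medium: LB with kanamycin 50 µg/mL | Compound dosing: Single concentration, 10 µM final per compound | Schedule: 37 °C, 20 h exposure | Measured by: OD at 615 nm | Evaluation: Percent growth inhibition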
# M1 ag: agonists of M1 muscarinic receptor. CHO-M1 cells, Fluo-4 calcium fluorescence, agonist mode; stronger effect = higher value. B-score at 10 µM. hit rate 3% among 64,000;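 active means fluorescence rise, raw or as B-score row- and column-corrected plate score, outside the 99.7% band of its plate's samples, either direction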
# M1 antagonist: blocks the rat M1 muscarinic receptor response to acetylcholine | hit rate 3.4% among 64,000 | P08482 | CHO-M1 cells, Fluo-4 calcium, ACh EC80 antagonist mode; stronger effect = lower value | AID 628 | B-score at 10 µM;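 active means calcium fluorescence response, raw or row-and-column corrected B-score, differing from the plate sample mean either way at a set confidence level, mostly lower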
# Target sequence (P08482 whole entry, looked up): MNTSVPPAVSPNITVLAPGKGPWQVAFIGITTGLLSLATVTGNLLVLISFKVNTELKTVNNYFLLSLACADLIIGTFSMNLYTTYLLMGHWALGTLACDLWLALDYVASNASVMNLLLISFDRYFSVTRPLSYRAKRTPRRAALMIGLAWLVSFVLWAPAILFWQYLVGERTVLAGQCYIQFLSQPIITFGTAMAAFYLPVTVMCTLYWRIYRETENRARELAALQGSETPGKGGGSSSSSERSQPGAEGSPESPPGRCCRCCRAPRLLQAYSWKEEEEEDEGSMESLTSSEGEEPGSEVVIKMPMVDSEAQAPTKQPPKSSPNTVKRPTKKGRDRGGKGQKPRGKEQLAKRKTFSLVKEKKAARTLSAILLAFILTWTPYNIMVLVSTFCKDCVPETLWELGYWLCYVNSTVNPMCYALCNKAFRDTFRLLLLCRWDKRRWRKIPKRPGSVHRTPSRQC
# Fluor 339 460: intrinsic fluorescence of library compounds, ex339/em460 – biochemical, MLSMR library, data from DPM-DC assay, artefact control, profiling panel. compound autofluorescence, ex339/em460 nm, NADH buffer; stronger effect = higher value; 1 = no-compound wells, NADH background. fluorescence fold increase at 10 µM. AID 709. hit rate 5.5% among 65,000;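 active means at 10 µM, mean starting fluorescence two-fold or more over control wells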;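 further: signal is the first read of a kinetic run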
# TNAP act DEA: activates human TNAP at intermediate phosphate acceptor concentration; P05186; purified TNAP, CDP-star luminescence, 100 mM DEA, 30 min; stronger effect = higher value; scale: 0 levamisole-inhibited, 1 vehicle-only enzyme; activation factor at 20 µM; 64,000 tested, under 10 active;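 active means activation factor of at least 2 at 20 µM, relative to controls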
# Target sequence (P05186 whole entry, looked up): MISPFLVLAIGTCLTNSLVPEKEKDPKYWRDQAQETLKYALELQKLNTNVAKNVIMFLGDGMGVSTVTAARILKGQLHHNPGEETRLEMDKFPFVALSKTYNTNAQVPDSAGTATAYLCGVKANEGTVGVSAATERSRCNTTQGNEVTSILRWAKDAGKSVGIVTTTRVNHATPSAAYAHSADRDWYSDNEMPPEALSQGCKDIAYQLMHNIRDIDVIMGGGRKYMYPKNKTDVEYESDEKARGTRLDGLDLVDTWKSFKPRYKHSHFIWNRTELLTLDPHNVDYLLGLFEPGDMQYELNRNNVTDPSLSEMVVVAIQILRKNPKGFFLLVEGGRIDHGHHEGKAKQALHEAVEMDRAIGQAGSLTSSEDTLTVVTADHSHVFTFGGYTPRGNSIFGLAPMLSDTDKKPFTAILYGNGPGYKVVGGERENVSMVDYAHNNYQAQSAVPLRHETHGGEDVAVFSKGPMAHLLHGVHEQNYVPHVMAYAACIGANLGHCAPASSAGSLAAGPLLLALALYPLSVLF
# SF1 activator: SF-1 (human) activation; activation, % at 10 µM; hit rate 1.9% among 65,000; AID 522; Q13285; CHO-K1 Gal4-SF-1 LBD luciferase reporter; % increase over DMSO SF-1-specific signal;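 active means activation above the mean activation of all tested compounds plus 3 SD, cut at about 50% in these data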
#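 Assay system: CHO-K1 cells co-transfected with Gal4 DBD–human SF-1 LBD, 5xGal4 luciferase reporter; doses: 10 µM only; incubation: 20 h compound exposure at 37 °C after 1 h cell settling; signal: luciferase light emission; evaluation: percent activation versus DMSO; repeats: one test per compound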
# NADH enzymes: inhibitors of enzymes used to reach an NAD/NADH endpoint. coupled PK/LDH NADH assays, four targets. IC50, µM (doses to about 10 µM), inactives show at the highest dose inhibition. hit rate 0.02% among 65,000. AID 774;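 active means single-dose screening hits from any of four coupled enzyme assays that gave an IC50 when retested across doses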;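 further: the DPM-DC format reads NADH fluorescence rather than 340 nm absorbance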
# E coli RNAP: Escherichia coli RNA polymerase inhibition | AID 559 | hit rate 0.2% among 62,000 | E. coli RNA polymerase, fluorescence transcription assay | inhibition, %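 (tested at 10 µM)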; in the data active means inhibition above about 20%;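 further: 0% = enzyme without compound and 100% = no enzyme blank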
# The depositor's hits bear a star; . = not tested or not shown; [ ] = dose if it differs, or a comment.
molecule,RORa activator,tolC growth inh,M1 ag,M1 antagonist,Fluor 339 460,TNAP act DEA,SF1 activator,NADH enzymes,E coli RNAP
CC1Cc2nc(SCC(=O)Nc3ccc4c(c3)OCO4)n(-c3ccc(F)cc3)c(=O)c2S1 (stereo not drawn),-4,19,0.66,0.43,1,0.9,5,2%,6
Cc1cc(N(C)C)c(C#N)c(=O)[nH]1,-3,-14,-0.17,0.16,1.1,0.9,-27,3%,6
Cc1nc2ccccc2c2oc(C(=O)Nc3ccc4c(c3)OCCO4)cc12,8,-3,-0.14,-0.016,2.1*,0.9,27,11%[fluoresces],2
CCN(CCNC(=O)Cn1cc2c(n1)CCCC2)c1ccccc1,8,1,-1.1,0.088,1.1,1,-8,6%,8
CCN(C1CCCCC1)S(=O)(=O)c1ccc(S(=O)(=O)NCCc2ccncc2)cc1,10,-19,0.85,0.43,1,1.1,-5,5%,-14
Cc1nn(CC(=O)O)c2ccccc12,-1,-16,-0.7,-0.43,1,0.9,0,6%,5
COc1ccc(C(=O)Nc2cccc(C(C)=O)c2)cc1OC,24,-20,-2.3,-0.2,1.1,0.9,9,5%,-11
O=C(Nc1ccc(Cl)cc1)c1ccsn1,60*,-7,-0.0023,-0.0033,1.1,1,74*,6%,4
CCn1c(SCC(=O)Nc2ccc3c(c2)c2ccccc2n3CC)nnc1-c1cnccn1,-13,40,-0.29,0.61,1.1,0.9,-6,1%,9
Cc1cccc(NC(=O)c2ccc(S(=O)(=O)N(C)C)cc2)n1,9,-4,-0.9,0.68,1,0.9,25,2%,-6
O=C(O)c1cnn2c(C(F)(F)F)cc(-c3ccco3)nc12,-16,6,-0.53,0.24,1.2,0.9,-3,1%,-1
O=C(c1ccncc1)N(Cc1cc2ccccc2[nH]c1=O)C1CCCCC1,16,11,0.31,0.37,1.2,1,2,5%,5
CCC(C#CCN1CCOCC1)(CC)OCCC#N,-6,12,-0.29,0.21,1.1,1,-18,6%,10
COc1ccc2nc(C)c3cc(C)oc3c2c1,0,22,0.16,0,1.2,0.9,-3,11%,0
Cc1cccc(C#N)c1NC1=CC(=O)CC(C)(C)C1,-26,-19,0.013,0.57,1.1,0.9,-3,1%,10
CCN(C(=O)c1cnc2scc(C)n2c1=O)c1ccccc1C,-6,-1,-0.41,-0.75,1.1,1.1,-9,6%,8
CCCC(=O)N(Cc1cc2ccccc2[nH]c1=O)c1ccccc1OC,-19,9,-0.41,0.042,1.1,0.9,-7,2%,7
CCC(C)Sc1nnc(Cc2cc(=O)[nH]c(=O)[nH]2)n1-c1ccc(OC)cc1 (stereo not drawn),-8,1,0.6,0.55,1.1,1,-4,4%,5
Cc1cc(NC(=O)CSc2nnc(COc3cccc(C)c3C)n2Cc2ccco2)no1,4,.,-1.2,-0.044,1.1,0.8,8,3%,11
CCOc1ccccc1NC(=O)N1CCC(c2nc3ccc(C)cc3[nH]2)CC1,-15,20,0.34,1,1.1,0.9,5,7%,6

# (listing goes on)
molecule,RORa activator,tolC growth inh,M1 ag,M1 antagonist,Fluor 339 460,TNAP act DEA,SF1 activator,NADH enzymes,E coli RNAP
CCOC(=O)c1cc(OCC(=O)NC(C)C(C)C)cc(C(=O)OCC)c1 (stereo not drawn),24,16,1.8,0.014,1.1,0.9,6,2%,-1
CCOC(=O)c1[nH]c2cc(OC)c(OC)cc2c1NC(=O)C(C)N1CCN(Cc2ccccc2)CC1 (stereo not drawn),-21,-5,3.8*,-4.3*,2.5*,0.8,-12,4%[fluoresces],0
Cc1ccc(CNC(=O)c2ccccc2NS(C)(=O)=O)cc1,6,-2,0.028,-0.59,4*,1,15,10%[fluoresces],1
CCn1c(C)c(C(C)=O)c(N2CCC(C(N)=O)CC2)nc1=S,-4,-13,0.27,-0.33,1.1,0.9,-19,6%,4
Cc1cc(C)c(OCC(=O)Nc2cccc(NC(=O)c3ccco3)c2)c(Br)c1,3,56,-0.16,0.16,1.1,0.9,-2,5%,7
O=C(/C=C/c1ccccc1)c1ccccc1,-15,7,-0.031,0.26,1,0.8,4,1%,9
Cc1cc(S(=O)(=O)N(Cc2ccccc2)Cc2ccc(N(C)C)cc2)ccc1-n1cnnn1,-22,17,-0.32,-0.25,0.98,0.9,-3,3%,0
Nn1c(SCC(=O)Nc2ccc(F)cc2F)nnc1-c1cccnc1,4,-26,0.25,0.82,1.1,1,57*,7%,-8
O=C(O)CCc1ccc(-c2ccccc2)n1NC(=O)c1ccco1,2,-10,0.1,-0.2,1.2,1,-6,10%,5
O=C(c1cccs1)N1CCn2c1nc1ccccc12,37,-48,-1.3,0.19,1.1,1,53*,9%,4
Cc1cc(NC(=O)c2cc(-c3cccnc3)nc3c(C)c(C)ccc23)no1,-21,55,0.23,-0.077,2.9*,1,-18,3%,10
CC(=O)N1CCc2c(sc(NC(=O)CN3C(=O)CCC3=O)c2C(N)=O)C1,-14,-4,-0.73,0.022,1.4,1,19,7%,8
O=S(=O)(c1cccc(-c2cn3cccnc3n2)c1)N1CCOCC1,11,-25,0.71,0.91,3.8*,0.9,4,13%[fluoresces],-11
C=C(C)Cn1c(CCNC(=O)CC)nc2ccccc21,4,4,-0.0033,0.24,1,0.8,-20,2%,7
COc1cccc2c(C)nc(Nc3nc(CSc4nnc(C)s4)cc(=O)[nH]3)nc12,-6,-17,-0.24,-0.062,1,1,5,4%,-5
CCOC(=O)c1cc(OC(=O)c2cccnc2)n(-c2ccccc2)n1,-7,15,-0.61,0.44,1.1,0.9,-5,1%,6
Cc1ccc2[nH]c(=O)c(CN(C)C(=O)c3ccccn3)cc2c1,8,-13,0.3,0.097,1.8,0.9,-28,8%,2
COc1ccc2[nH]c(=O)c(C(c3nnnn3CC3CCCO3)N3CCc4ccccc4C3)cc2c1 (stereo not drawn),-3,12,1.7,-0.88,3*,0.9,-12,7%,1
CC(C)(C)c1csc(NC2=NS(=O)(=O)c3ccccc32)n1,46,-9,.,.,1,0.9,50*,9%,4
O=C1CC(c2ccco2)CC(O)=C1C=NCCN1CCNCC1 (stereo not drawn),-4,-16,-0.93,-0.7,1,0.9,-18,2%,-4

# Pulled one by one from above:
molecule,RORa activator,tolC growth inh,M1 ag,M1 antagonist,Fluor 339 460,TNAP act DEA,SF1 activator,NADH enzymes,E coli RNAP
CC(C)(C)c1csc(NC2=NS(=O)(=O)c3ccccc32)n1,46,-9,.,.,1,0.9,50*,9%,4
CCOC(=O)c1cc(OC(=O)c2cccnc2)n(-c2ccccc2)n1,-7,15,-0.61,0.44,1.1,0.9,-5,1%,6
O=C1CC(c2ccco2)CC(O)=C1C=NCCN1CCNCC1 (stereo not drawn),-4,-16,-0.93,-0.7,1,0.9,-18,2%,-4

# Next structures follow:
molecule,RORa activator,tolC growth inh,M1 ag,M1 antagonist,Fluor 339 460,TNAP act DEA,SF1 activator,NADH enzymes,E coli RNAP
COC(=O)c1sccc1NC(=O)c1ccc2c(c1)OCO2,.,17,-0.61,-0.4,1.1,1,.,2%,2
Oc1ccccc1CNn1cnnc1,-4,1,-0.2,0.24,1.1,0.9,-14,3%,5
COc1ccccc1OCC(=O)N(Cc1nc(-c2ccccc2)no1)C1CCCCC1,24,62*,1.4,0.056,1.1,1,14,6%,9
Cc1ccc(C(=O)Nc2ccc3c(c2)OCO3)o1,43,21,-0.071,0.14,1.1,0.9,21,4%,1
c1ccc(-c2nc3nonc3nc2-c2ccccc2)cc1,-39,48,-0.33,-1.9,1.1,0.8,-26,5%,-9
COc1ccccc1C(=O)N1CCN(S(=O)(=O)c2ccccc2)CC1,-18,-9,-0.41,-1.4,1.1,1,13,7%,1
CCC(CC)C(=O)Nc1cccc(-c2nc3ccccc3o2)c1,-32,17,0.66,0.043,1.1,1,-20,8%,8
Cc1cccc(-n2nc3c(c2NC(=O)c2ccc(Br)o2)CSC3)c1,-28,-4,0.26,0.21,1.1,1,-19,2%,7
CC(Sc1ccccc1)C(=O)Nc1cccc(N(C)S(C)(=O)=O)c1 (stereo not drawn),2,-4,-0.41,-0.096,1.1,1,-6,4%,6
O=C1CC(Cc2ccccc2)C(=O)N1c1ccc(Cl)cn1 (stereo not drawn),-5,-12,-0.15,-0.41,1,1,-1,3%,9
O=C(NC1CCCC1)C1CCC(=O)N1C1CCCC1 (stereo not drawn),11,5,-0.059,-0.22,1.1,0.9,-10,2%,5
COc1ccc(CCNC(=O)C2CCCN(Cc3nc(-c4ccccc4C)oc3C)C2)cc1OC (stereo not drawn),-22,13,-0.79,-0.22,1.1,1,-17,7%,9
CC1CCCN(c2ncnc3c2cnn3-c2ccc(Cl)cc2)C1 (stereo not drawn),-84,96*,-0.43,-0.18,1.1,0.9,-86,4%,-1
Cc1ccc2cccc(SCC(=O)N3CCOCC3)c2n1,1,18,-0.017,0.54,2.5*,0.9,-5,5%[fluoresces],1
COc1cccc(-c2nnc3sc(-c4ccc(Cl)cc4)nn23)c1,-18,13,-0.022,0.14,1.1,0.9,4,6%,-3
COc1nc(-c2ccc(Cl)cc2)ccc1-c1noc(-c2ccncc2)n1,1,-8,-0.034,-0.21,2.8*,0.9,-3,7%[may fluoresce],10
CSc1ccccc1NC(=O)c1cnccn1,-21,-9,0.017,0.97,1.2,0.9,-2,1%,9
O=C(O)c1cc(S(=O)(=O)NCc2ccco2)c(Cl)cc1Cl,-11,-16,-0.075,0.46,1.1,0.9,-6,3%,-3
O=C(CSc1nnnn1-c1ccc2c(c1)OCO2)NCc1cccs1,10,6,-0.2,0.77,1,0.9,13,1%,-5
C=CCOc1cccc(C2c3c(oc4ccccc4c3=O)C(=O)N2c2ccccn2)c1 (stereo not drawn),9,-2,-0.55,0.5,1,0.9,-21,2%,-3

# Next section:
molecule,RORa activator,tolC growth inh,M1 ag,M1 antagonist,Fluor 339 460,TNAP act DEA,SF1 activator,NADH enzymes,E coli RNAP
O=C(OCC1OC2C(Oc3nc(=O)ccn32)C1O)c1ccccc1 (stereo not drawn),26,-22,2.4,-0.49,1,0.9,13,7%,4
O=c1[nH]c2cc3c(cc2cc1C(c1nnnn1CC1CCCO1)N1CCCC1)OCO3 (stereo not drawn),-32,4,-0.019,-0.85,4.8*,0.9,-6,11%[fluoresces],.
Cc1ccc(S(=O)(=O)N2CCOCC2)cc1C(=O)Nc1c(C)n(C)n(-c2ccccc2)c1=O,-24,-17,0.21,0.67,0.99,0.9,-1,2%,5
O=P(O)(O)CP(=O)(O)O,-5,-2,-0.6,-0.64,1,1,-4,4%,11
Cc1ccc2c(c1)N(CCCC(=O)NCCC1=CCCCC1)C(=O)CO2,14,10,1.1,0.47,1.1,0.8,-17,4%,-1
CC(C)C(NC(=O)c1ccccc1)C(=O)NCc1ccccn1 (stereo not drawn),-12,-3,-0.18,-0.011,1.1,0.9,-2,4%,6
COc1ccc(C(C#N)Nc2ccccc2OC)cc1 (stereo not drawn),5,9,-0.12,0.44,1.1,1,0,12%,5
O=C(Nc1ccc(F)cc1F)NC1CC(=O)N(Cc2ccccc2)C1 (stereo not drawn),-10,-12,0.72,-0.24,1.1,0.8,-9,3%,-19
COc1ccc(-n2c(Cc3cccn3C)nnc2SCC(=O)N2CCC(C)CC2)cc1,8,-3,0.42,0.059,1.1,1,4,5%,5
CC1CCN(C(=O)CSc2nnc(CNC(=O)COc3ccc(Cl)cc3)o2)CC1,-10,-4,-0.65,-0.043,1,0.9,-8,5%,1
